Cav3 T inh – Cav3.2 calcium influx blockers – cell-based, Fluo-4 calcium fluorescence, FDSS, MLSMR library, primary screen. Voltage-dependent T-type calcium channel subunit alpha-1H (Homo sapiens), O95180. Cav3.2-expressing cells; active compounds read low. B-score at 10 µM. 4% of 100,000 active;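 active = single-dose well whose peak fluorescence ratio is a statistical outlier from its plate by either plate-standardised score or position-corrected B-score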
The depositor's hits bear a star. Not all compounds are listed; count on the stated rates, not on these rows.

Cav3 T inh,SMILES
-0.15,O=c1c(-c2ccccc2)nc(-c2ccccc2)cn1O
-0.34,COc1ccc2[nH]c(-c3cccc(F)c3)cc(=O)c2c1
-0.11,CS(=O)(=O)N1CCC(C(=O)Nc2ccc(Cl)c(C(F)(F)F)c2)CC1
0.31,CCc1c(C)sc(NC(=O)C2CCCCC2C(=O)O)c1C(N)=O (stereo unspecified)
0.89,c1ccc2c(c1)OCC(c1nn3cnnc3s1)O2 (stereo unspecified)
-1.7,O=C(Nc1ccc(S(=O)(=O)N2CCOCC2)cc1)c1ccc(Cl)s1
-0.75,O=S(=O)(NCCNS(=O)(=O)c1ccc(F)cc1)c1ccc(F)cc1
-0.0019,CCS(=O)(=O)Nc1ccc(C(=O)c2ccccc2)cc1
0.21,CCN1C(=O)/C(=C2/Sc3ccc(OC)cc3N2C)SC1=Nc1cccc(O)c1
-0.21,O=C(COC(=O)c1cccnc1Nc1ccccc1F)NCCN1C(=O)CSC1=O
0.79,CCC(=O)Nc1nc2ccc3nc(C)sc3c2s1
0.48,O=C(Cc1ccccc1)N/N=C/c1ccc(OC(=O)/C=C\c2ccco2)cc1

Going on with the list:
Cav3 T inh,SMILES
0.77,O=C(CN1CCCCC1)N1c2ccccc2Oc2ccccc21
1.8,c1ccc(C(c2nnnn2Cc2cccs2)N2CCN(C3CCCC3)CC2)cc1 (stereo unspecified)
0.59,Cc1ccc(C(=O)N/N=C\c2ccc[nH]2)cn1
-0.15,CNCCCNCc1ccc(SC)cc1
0.055,Cc1nnc(SCC(=O)Nc2ccccc2NC(=O)CSc2nnc(C)s2)s1
-3.8,Cc1cc(C)cc(Nc2ncc3c(n2)CC(c2ccco2)CC3=O)c1 (stereo unspecified)
1.3,COCCn1c(SCC(=O)c2cccc(OC)c2)nnc1-c1ccco1
0.7,CCOC(=O)c1ccc(N2C(=O)CC(N3CCC(C(N)=O)(N4CCCCC4)CC3)C2=O)cc1 (stereo unspecified)
-1.1,CCc1ccc(NCCC(=O)c2ccc(Cl)cc2)cc1
1.1,C=CCNC(=O)C1CC(=O)N(c2ccc(OCC(=O)Nc3cccc(OC)c3)cc2)C1 (stereo unspecified)
0.26,CCOC(=O)c1sc(=S)n(-c2cc(OC)ccc2OC)c1N
-0.58,Cn1nc(-c2ccccc2)c(CSc2cccc(Cl)c2)c1Cl

Carrying on:
Cav3 T inh,SMILES
0.21,O=C(Nc1ccc2c(c1)CCC2)C1CCCO1 (stereo unspecified)
0.044,Cc1ccc(S(=O)(=O)N(C)c2nonc2C)cc1
0.48,Cc1ccc(S(=O)(=O)N2C(=O)CCC2C(=O)N2CCN(C)CC2)cc1 (stereo unspecified)
0.34,COc1ccc2c(c1OC)CN(C)CCc1cc3c(cc1C(O)C2)OCO3 (stereo unspecified)
-1.6,COc1ccccc1C1C2=C(COC2=O)Nc2cc3c(cc21)OCO3 (stereo unspecified)
0.31,COC(=O)c1cc(OC)c(OC)cc1NC(=O)C1CCCO1 (stereo unspecified)
-4.3*,O=C(Nc1cccc(F)c1)C1CCN(C(=O)c2ccc(Br)cc2)CC1
-3.7,CCOC(=O)C1=C(C)NC(C)=C(C(=O)OC)C1c1cccc([N+](=O)[O-])c1 (stereo unspecified)
0.95,COc1ccc2nc(NCCCO)[nH]c2c1
0.4,CC(C)C(NS(=O)(=O)c1cccs1)C(=O)NCc1ccc2c(c1)OCO2 (stereo unspecified)
-0.15,CCN1C(=O)C(CC(=O)Nc2c(C)cccc2C)SC1=Nc1ccc(S(N)(=O)=O)cc1 (stereo unspecified)
1.2,COc1ccc(Cl)cc1S(=O)(=O)N1CCCC(C(=O)NCC(N)=O)C1 (stereo unspecified)

Additional records:
Cav3 T inh,SMILES
-0.54,CCSC1=NC(C)(C)C=C(C)N1
-1.1,COc1ccc(S(=O)(=O)Cc2ccc(C(=O)N3CCN(C4CCCCC4)CC3)o2)cc1
-0.12,Cc1ccc(CC2(O)CC(C)N(C)CC2C)c(C)c1 (stereo unspecified)
0.019,Cc1cccc(-n2ncc3c(NCCCN4CCCC4=O)ncnc32)c1
0.39,COc1cc(C(O)P(=O)(OC(C)C)c2ccc(N(C)C)cc2)cc(OC)c1OC (stereo unspecified)
-0.42,CN(C)S(=O)(=O)c1ccc(NC(=O)Cn2c(-c3ccccc3)noc2=O)cc1
0.11,Cc1onc(-c2c(F)cccc2Cl)c1C(=O)Nc1cccc2nsnc12
-1.5,Cn1c(=O)c(C(=O)Nc2ccccn2)c(O)c2ccccc21
0.23,CCCOc1ccc(C(=O)NCCCn2ccnc2)cc1
-0.95,Cc1cccc(OCC(=O)Nc2ccc3c(c2)OCCO3)c1
0.61,c1ccc(CCc2ccccc2-c2nc(-c3ccccn3)no2)cc1
0.19,C[C@H]1O[C@H](O[C@H]2[C@H](O)[C@@H](O)[C@@H](O[C@H]3[C@H](O)[C@@H](O)C(O)O[C@@H]3CO)O[C@@H]2CO)[C@H](O)[C@@H](O)[C@@H]1N[C@H]1C=C(CO)[C@@H](O)[C@H](O)[C@H]1O (stereo partly specified)

Other entries
Cav3 T inh,SMILES
-0.0011,O=C(Nc1cccc(C(=O)N2CCN(Cc3ccccc3)CC2)c1)c1ccccc1
0.23,COc1ccc(S(=O)(=O)N2CCC(C(=O)N3CCCC3)CC2)cc1
1.5,COc1ccc(NC(=O)/C(Cl)=C(/Cl)S(=O)(=O)Cc2ccccc2)cn1
0.073,Cc1ccnc2nc(C(=O)Nc3nnc(CC(C)C)s3)nn12
0.51,COC(=O)[C@@H]1C[C@]2(Br)c3ccccc3N(S(=O)(=O)c3ccccc3)[C@@H]2N1C(=O)OC
-0.033,COC(=O)c1ccc2c(=O)n(CCCCCC(=O)NCc3ccc4c(c3)OCO4)c(=O)[nH]c2c1
-3.8*,Cc1ccc(C(=O)NCCSC2CCCCC2)cc1S(=O)(=O)Nc1ccccc1
-1.9,CCCC1=C(C(=O)OCC)C(c2cccs2)C(C#N)=C(N)O1 (stereo unspecified)
0.99,COc1ccc(NC(=O)c2oc3ccccc3c2NC(=O)COc2ccccc2OC)c(OC)c1
0.67,CCOC(=O)c1ccc(-n2c(-c3ccco3)nc3ccccc3c2=O)cc1
-0.41,CCOC(=O)c1sc(C)c2c1NC1(CCCCC1)NC2=O
-0.78,Cc1noc(C)c1C(=O)NCCCc1ccccc1

Continuation.
Cav3 T inh,SMILES
-0.019,CC(=O)Nc1c(O)nc(SCC(=O)N2CCN(c3ccc(F)cc3)CC2)[nH]c1=O
-2.9,CC(C)OC(=O)CSc1nc2cccnc2n1C1CCCCC1
-3.5,CC(C)(C)NC(=O)NC(=O)COC(=O)CCCc1c[nH]c2ccccc12
0.15,N#Cc1c(NC(=O)Cn2nc(C(F)(F)F)c3c2CCCC3)sc2c1CCC2
1.1,NC(=O)NCc1ccc(Cl)cc1
-0.078,CCOC(=O)c1nnn(-c2nonc2N)c1-c1cccs1
0.15,CCCn1nnnc1NCc1cccn1C
0.16,CCNS(=O)(=O)c1ccc(NC(=O)c2cc(C(F)(F)F)nn2C)cc1
1.2,CC(C)Cc1nnc(NC(=O)CCN2C(=O)c3ccccc3C2=O)s1
0.78,Cc1nc(NC(=O)CSc2nnc3ccccn23)c(Cl)cc1Cl
-0.026,O=C1CC(c2ccccc2)C(=O)N1c1cccc(O)c1 (stereo unspecified)
0.99,CCC(C)(C(=O)NC1CCCCC1)N(C(=O)c1cnccn1)c1c(C)n(C)n(-c2ccccc2)c1=O (stereo unspecified)

Five entries from above, with bars between the fields.
molecule | Cav3 T inh
CS(=O)(=O)N1CCC(C(=O)Nc2ccc(Cl)c(C(F)(F)F)c2)CC1 | -0.11
COc1ccc(S(=O)(=O)Cc2ccc(C(=O)N3CCN(C4CCCCC4)CC3)o2)cc1 | -1.1
COC(=O)c1cc(OC)c(OC)cc1NC(=O)C1CCCO1 (stereo unspecified) | 0.31
CCN1C(=O)/C(=C2/Sc3ccc(OC)cc3N2C)SC1=Nc1cccc(O)c1 | 0.21
Cc1nnc(SCC(=O)Nc2ccccc2NC(=O)CSc2nnc(C)s2)s1 | 0.055

Additional compounds
Cav3 T inh,SMILES
1.5,CC(C)Cn1c(N)c(C(=O)COC(=O)c2ccc3ccccc3n2)c(=O)n(C)c1=O
-3.7,O=C(CSc1nc(-c2ccco2)cc(C(F)(F)F)n1)N1CCN(c2cccc(Cl)c2)CC1
-2.2,CCCCCCn1c(SCCC)nc2c1c(=O)[nH]c(=O)n2C
-0.38,CCOc1ccc(C(=O)Nc2ccccc2N2CCOCC2)cc1
0.42,N=c1c(C(=O)NCC2CCCO2)cc2c(=O)n3ccccc3nc2n1Cc1cccnc1 (stereo unspecified)
0.065,CC(C)(C)NC(=O)CSc1nncn1NCc1c(Cl)cccc1Cl
-1.5,C=CCOc1c(Cl)cc(C2NC(=O)NC(C)=C2C(=O)OC)cc1Cl (stereo unspecified)
-5.3*,Cc1ccc(Cn2nc(C)c(NC(=O)c3cc(-c4ccc5c(c4)OCO5)on3)c2C)cc1
-0.53,COc1cccc(NC(=O)c2ccccc2-c2nc(-c3ccccc3)no2)c1
-0.45,C=CCSC1=NC(N)=C(C#N)C2(CCCCC2)C1C(N)=O (stereo unspecified)
2.3,Cc1nc([N+](=O)[O-])c(Br)n1CC(=O)c1ccc(Cl)cc1
-0.78,CCN1CCN(c2nc3c(C)cccn3c(=O)c2/C=C(\C#N)S(=O)(=O)c2ccc(C)cc2)CC1

More results follow:
Cav3 T inh,SMILES
0.24,CC1CC(C)(C)NC(=O)O1 (stereo unspecified)
-0.025,Cn1c(-c2ccccc2)cc2c3no[n+]([O-])c3ccc21
-6*,O=C(COc1ccc(/C=N/NS(=O)(=O)c2ccccc2)cc1)Nc1ccc(F)cc1
-0.24,CCOc1ccc(-c2nc(N)ncc2-c2ccccc2)c(O)c1
1.1,CCN(CC)S(=O)(=O)c1ccc2c(c1)nc(SCC(=O)N1CCOCC1)n2-c1ccccc1OC
0.88,CC(C)CCNC(=O)c1ccc2nc[nH]c2c1
-0.088,c1ccc(-c2ccc(-c3cn4c(n3)CCC4)cc2)cc1
-0.31,CS(=O)(=O)c1ccc2nc(NC(=O)c3cccs3)sc2c1
0.69,COc1ccc(OC)c2sc(NC(=O)CCS(=O)(=O)c3ccccc3)nc12
0.72,CCN(CC)C(=O)c1sc(NC(=O)c2ccco2)c(C#N)c1C
-0.32,COc1ccc(-n2c(=O)[nH]cc(C(=O)Nc3ccc(NC(C)=O)cc3)c2=O)cc1
0.7,CN(C)/C=N/c1c(C#N)nnn1Cc1ccccc1

Other records follow.
Cav3 T inh,SMILES
0.024,CC(=O)Cc1nsc(NC(=O)c2cc(-c3ccc(Cl)c(Cl)c3)oc2C)n1
0.53,Cc1ccc(-n2c(-c3ccccc3)cc(=O)nc2C)cc1
-0.43,Cc1ccccc1N(CC(=O)NC1CCCC1)C(=O)CS(=O)CC(=O)Nc1ccc2c(c1)OCO2 (stereo unspecified)
-1,CC(=O)c1ccc(OC(=O)C2c3ccccc3Oc3ccccc32)cc1
-5.1*,CCCC(c1nnnn1Cc1ccc(OC)cc1)N1CCN(c2ccccc2OC)CC1 (stereo unspecified)
-0.28,O=C(O)CCNC(=O)c1ccc(Br)o1
0.42,COc1ccc2[nH]c(=O)c(CN(C)C(=O)c3ccncc3)cc2c1
-0.78,C#CCNC(=O)C1=C[C@@H](C2CCCCC2)C[C@@H](OCc2ccc(CO)cc2)O1
1.2,COc1ccccc1NC(=O)c1csc(-n2nc(C)cc2C(F)(F)F)n1
1.4,Cc1nnsc1C(=O)Nc1cccc(Cl)c1Cl
0.033,O=S(Cc1cc(Sc2ccccc2)nc(-c2ccccc2)n1)c1ccccc1 (stereo unspecified)
0.49,CCn1c(SCc2nc(-c3ccc(OC)c(OC)c3)no2)nnc1-c1cccs1

Some of these compounds in order of length of the SMILES, high to low.
Cav3 T inh,SMILES
-5.1*,CCCC(c1nnnn1Cc1ccc(OC)cc1)N1CCN(c2ccccc2OC)CC1 (stereo unspecified)
0.42,COc1ccc2[nH]c(=O)c(CN(C)C(=O)c3ccncc3)cc2c1
-1,CC(=O)c1ccc(OC(=O)C2c3ccccc3Oc3ccccc32)cc1
1.4,Cc1nnsc1C(=O)Nc1cccc(Cl)c1Cl

Additional results.
Cav3 T inh,SMILES
-0.45,COc1ccccc1CN1C(=O)CCC1(C)C(=O)NCc1cccnc1 (stereo unspecified)
0.27,CN1CCN(C(=O)c2c(O)c3cccc4c3n(c2=O)CC4)CC1
0.42,CC(C)(C)N1CC2([N+](=O)[O-])CN(C(C)(C)C)CC([N+](=O)[O-])(C1)C2
-0.11,O=C(COc1ccc(-n2cnnn2)cc1)NCCc1ccc(F)cc1
-0.15,Cc1cccc2c1N(C(=O)c1ccco1)C(C)(C)c1ssc(=S)c1-2
-0.73,O=C(OCC1CCCN2CCCCC12)c1ccc2c(c1)OCO2 (stereo unspecified)
-0.0021,Cc1nc2ccc3[nH]snc3c2n1
-1.2,O=C(CN(Cc1ccco1)C(=O)CNS(=O)(=O)c1ccc(F)cc1)NCCc1ccccc1
-0.81,N#Cc1cc2c(nc1SCc1ccccc1)CCCCC2
0.27,COCCNC(=O)Cc1cn(C)c2ccccc12
0.68,Cc1c(NC(=O)c2ccc(=O)oc2)c(=O)n(-c2ccccc2)n1C
-0.018,O=C(CN1C(=O)CCS(=O)(=O)c2ccccc21)Nc1cccc(F)c1

Carrying on:
Cav3 T inh,SMILES
-0.39,Cc1ccc(C(=O)NCCCN2CCOCC2)cc1
0.79,CC1(CC(=O)N/N=C/c2cc(Br)c(O)cc2O)OCCO1
0.56,CCN(CC)C(=O)c1cnn(-c2ccccc2)c1NC(=O)c1cccs1
0.49,COc1cc2[nH]c(=O)n(CCCCCC(=O)NCCCN3CCC(C)CC3)c(=O)c2cc1OC
1.2,COC(=O)c1cc(S(=O)(=O)n2nc(C)c(Br)c2C)c(Cl)cc1Cl
-0.017,C=CCN(Cc1cc(OC)ccc1OC)S(=O)(=O)N(C)C

Single entries from the entries so far:
In Cav3 T inh, CCN(CC)C(=O)c1cnn(-c2ccccc2)c1NC(=O)c1cccs1 is listed with 0.56
In Cav3 T inh, COC(=O)c1cc(S(=O)(=O)n2nc(C)c(Br)c2C)c(Cl)cc1Cl is listed with 1.2

From PubChem BioAssay
